# Screening results from PubChem.
# MITF primary = MITF inhibitors, primary screen, biochemical, AlphaScreen, human. AlphaScreen MITF homodimerization, bead proximity signal. Microphthalmia-associated transcription factor (Homo sapiens), O75030. inhibition, % at 2.6 µM. 650,000 tested, 0.91% active; in the data active means inhibition above about 50%;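 further: 0% = vehicle wells with protein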
# Target sequence (O75030 whole entry, looked up): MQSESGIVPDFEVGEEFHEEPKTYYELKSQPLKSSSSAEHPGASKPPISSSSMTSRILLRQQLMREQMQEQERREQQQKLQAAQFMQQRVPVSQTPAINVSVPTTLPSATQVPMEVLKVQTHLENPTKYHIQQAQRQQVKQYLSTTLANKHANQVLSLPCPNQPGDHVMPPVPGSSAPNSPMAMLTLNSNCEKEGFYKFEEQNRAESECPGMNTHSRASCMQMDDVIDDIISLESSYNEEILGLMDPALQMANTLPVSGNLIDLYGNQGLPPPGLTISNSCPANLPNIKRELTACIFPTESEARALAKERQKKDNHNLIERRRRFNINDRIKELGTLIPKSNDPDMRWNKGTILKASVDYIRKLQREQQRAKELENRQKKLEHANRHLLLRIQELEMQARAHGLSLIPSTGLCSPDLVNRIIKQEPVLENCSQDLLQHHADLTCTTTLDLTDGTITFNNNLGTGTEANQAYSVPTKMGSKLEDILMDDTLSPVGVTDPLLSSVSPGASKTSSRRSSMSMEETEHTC
# FBW7 act = FBW7 E3 ligase activators, primary screen, biochemical, AlphaScreen, human; normalized activity (activation), % at 26.1 µM; AID 1259310, 2017; AlphaScreen FBW7–phospho-cyclin E peptide binding, activator screen; 650,000 tested, 0.13% active; in the data active means normalized activity above about 1.9%;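 further: purified mutant Fbw7 with reduced substrate affinity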
# GPR151 ag = activators of human GPR151, primary screen, cell-based, PathHunter beta-arrestin, luminescence. 650,000 tested, 1% active. AID 1508602, 2020. activation, % at 11.2 µM. PathHunter beta-arrestin GPR151 cells; in the data active means activation above about 4.9%;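 further: 0% = median of compound wells and 100% = cells with positive control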
# Target sequence (Q8TDV0 whole entry, looked up): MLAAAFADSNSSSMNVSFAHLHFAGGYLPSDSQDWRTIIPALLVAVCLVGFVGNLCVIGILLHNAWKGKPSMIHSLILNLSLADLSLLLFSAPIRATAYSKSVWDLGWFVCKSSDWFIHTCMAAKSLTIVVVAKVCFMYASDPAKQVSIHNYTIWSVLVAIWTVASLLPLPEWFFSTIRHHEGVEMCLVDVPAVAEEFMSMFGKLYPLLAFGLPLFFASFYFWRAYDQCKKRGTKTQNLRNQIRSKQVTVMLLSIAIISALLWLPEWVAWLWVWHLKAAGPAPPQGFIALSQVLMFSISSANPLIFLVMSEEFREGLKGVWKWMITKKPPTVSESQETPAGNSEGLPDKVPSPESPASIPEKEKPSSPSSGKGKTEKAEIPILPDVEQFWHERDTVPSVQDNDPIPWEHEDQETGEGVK
# TEAD-YAP block = TEAD-YAP interaction inhibition, primary screen, TEAD-YAP interaction inhibitor project, luminescence, HEK-TIYL cells | TEAD-Gal4/YAP UAS-luciferase luminescence | inhibition, % at 9.12 µM | 640,000 tested, 1.4% active; in the data active means inhibition above about 32%;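 further: 0% = median of test compound wells and 100% = reference inhibitor wells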
# The depositor's hits bear a star; & = joins results of further samples. Compounds were not picked by outcome (roughly 3.4% active in at least one column).
SMILES,MITF primary,FBW7 act,GPR151 ag,TEAD-YAP block
COc1cc(C2C3=C(CC(c4ccc(C)cc4)CC3=O)Nc3ccccc3N2C(=O)C(F)(F)F)cc(OC)c1OC (configuration not stated),-1,0.6,2.6,0
COc1ccc(/C(O)=C2\C(=O)C(=O)N(CCCN3CCOCC3)C2c2ccc(F)cc2)cc1 (configuration not stated),1,-0.2,1.4,0
COc1ccc2cc(CN(CC3CCCO3)C(=O)c3ccco3)c(Cl)nc2c1 (configuration not stated),0,-0.1,-0.6,-10
Cc1cccc(-c2cnc(C)nc2C2CCCN(C(=O)C(C)C)C2)c1 (configuration not stated),27,0.6,-1.3,-23
COc1ccc(OCCC(=O)Nc2cc(C)on2)cc1,17,0.0,0.5,7
O=C1C2=C(Nc3ccccc3SC2c2ccc(Br)cc2)c2ccccc21 (configuration not stated),4,-0.4,2.1,13
O=C(NCc1ccccc1)c1ccc2c(c1)NC(=O)c1ccccc1N2,3,0.1,-1.3,2
Cc1cccc(C)c1-n1c(=O)c2ccccc2n2c(SCC(=O)NCCC#N)nnc12,-8,-0.1,0.9,4
Cn1c(=O)oc2cc(S(=O)(=O)NCCC(=O)Nc3nccs3)ccc21,0,0.0,0.3,3
CC1CCCCN1C(=O)CC1(c2cccc(F)c2)CC(=O)N(CCN(C)C)C1=O (configuration not stated),-30,0.0,-0.5,-1
N=C1c2ccccc2CN1NC(=O)Cn1ccc(C(F)(F)F)n1,0,0.1,-1.1,7
CC(Cc1cccs1)NC(=O)c1cccn(C)c1=O (configuration not stated),4,0.7,1.7,-27
CCOC(=O)Nc1n[nH]c(NC(=O)OCC)c1[N+](=O)[O-],0,-0.1,-0.4,-6
CCOC(=O)C(NC(=O)c1ccncc1)(Nc1sc2c(c1C(=O)OC)CCCC2)C(F)(F)F (configuration not stated),10,0.0,-0.4,0
CS(=O)(=O)c1cccc(C(=O)Nc2nc(-c3ccc(Br)s3)cs2)c1,16,0.0,-0.8,4
COc1cccc(-c2nc3ccccc3c(=O)n2NC(=O)/C=C/c2ccc([N+](=O)[O-])cc2)c1,18,0.1,0.7,7
O=C(CSc1nccn1Cc1ccc(F)cc1)NC1CCCCC1,16,0.0,-0.5,10
C=CCNC1CC(=O)N(c2ccc(OCCC)cc2)C1=O (configuration not stated),1,-0.1,1.5,1
COC(=O)c1sccc1NC(=S)N1CCN(c2cccc(OC)c2)CC1,2,0.7,-0.9,8
Cc1cc(Cl)ccc1OCC(=O)Nc1sc2c(c1C(=O)OC(C)C)CCCC2,-5,-0.1,0.9,7
N#Cc1cc2n[nH]nc2cc1C#N,1,-0.1,-0.2,-2
CN(C)CCOc1cccc(CN[C@H]2C[C@H]3C(=O)N[C@H](Cc4ccccc4)C(=O)N3C2)c1,11,-0.1,0.3,10
CC(C)CNC(=O)CCc1nnc(Cc2c[nH]c3ccccc23)o1,2,0.4,-0.5,-8
O=C1NC(=O)/C(=C\c2ccc(OCc3cccc(F)c3)cc2)N1,10,0.0,1.4,-6
O=C(NCc1nc2ccccc2[nH]1)c1ccnc(N2CCOCC2)c1,20,-0.3,-1.3,-1
COc1cccc(C2N[C@H](C(=O)O)CS2)c1 (some centres not stated),-2,0.1,-0.6,-1
CC(=O)O/C(=C\Oc1ccccc1OC(C)=O)c1ccc([N+](=O)[O-])cc1,14,-0.1,-0.6,2
Cc1ccc(SCc2nc3nc(C)cc(C)n3c2Br)cc1,13,0.2,-0.9,-20
Cc1ccccc1Nc1nc(CSc2nnc(-c3ccoc3C)n2C)cs1,-2,-0.2,-0.5,-15
O=C(NCCc1ccc(O)cc1)c1cnc(Nc2ccc(-n3ccnc3)cc2)s1,15,0.1,0.6,-2
COc1cccc(C(=O)N=c2sc3c(OC)ccc(OC)c3n2C)c1OC,-13,-0.2,0.9,-12
CCN(/C=N/S(=O)(=O)c1ccccc1)CC,12,0.2,0.2,10
CCN(CC)c1ccc2cc(C(N)=O)c(=Nc3ccc(F)cc3F)oc2c1,10,0.2,0.7,-7
CCN1CCN(CC(=O)c2ccc(OC)cc2)CC1,7,0.1,0.2,4
COc1ccc(C)cc1S(=O)(=O)NCCC12CC3CC(CC(C3)C1)C2,16,0.0,2.0,6
O=C(CCC(=O)N1CCCC1)NNc1nc2ccccc2c2nc(-c3ccccc3)nn12,15,0.0,-2.0,7
Cc1c(C(=O)Nc2ccccc2[N+](=O)[O-])cccc1[N+](=O)[O-],-3,-0.1,1.9,3
O=C(Cc1ccccc1F)N1CC[C@H]2[C@H](CCCN2C(=O)[C@@H]2C[C@@H]3C=C[C@H]2C3)C1,-5,0.0,-0.7,3
Cc1c(CNCCCc2ccccc2)c(C(=O)O)c(C)n1Cc1ccc(F)cc1,16,-0.1,-1.0,16
CC(=O)N(C)Cc1nc2ccccc2n1C,2,0.1,-0.6,0
CCc1noc(C2CC(=O)N(c3ccc4c(c3)OCCO4)C2)n1 (configuration not stated),1,0.0,-0.3,23
COc1ccc(CNC(=O)CN(C(=O)c2csnn2)c2c(C)cc(C)cc2C)cc1,0,0.3,-0.5,5
Nc1c(-c2nc(-c3ccncc3)no2)nnn1-c1ccc(F)cc1,2,-0.1,-1.4,-4
C=CCNC(=O)/C(=C\c1ccc2c(c1)OCO2)NC(=O)c1ccco1,4,-0.1,-1.1,4
O=C(CC1Sc2ccc(C(F)(F)F)cc2NC1=O)Nc1ccc(Cl)c(C(F)(F)F)c1 (configuration not stated),-1,0.1,-0.7,8
COc1ccc(C2=N/C(=C\c3cccs3)C(=O)O2)cc1,4,-0.2,-0.4,-11
COc1ccc(S(=O)(=O)NC(CC(=O)NCCCN2CCOCC2)c2ccco2)cc1 (configuration not stated),12,0.5,-1.0,1
Cc1ccc(C(=O)NS(=O)(=O)c2ccc(C)cc2)cc1,-4,-0.2,-0.1,-3
O=C(CCC1(Cc2cccc3ccccc23)CCC(=O)N1)NCCc1ccccn1 (configuration not stated),8,0.9,-0.1,-7
N#CC1=C(N)SC(N)=C(C#N)C1c1ccco1,11,0.1,-1.0,10
COc1cccc(/C=C(\C#N)C(=O)NC2CCCCC2C)c1 (configuration not stated),-6,-0.1,-1.0,-11
COc1cccc(CC2(CCC(=O)NCCCc3ccccc3)CCC(=O)N2)c1 (configuration not stated),-3,0.0,-1.5,-4
O=C(NCCc1ccccc1)c1ccc2oc(=O)c(S(=O)(=O)c3ccccc3)cc2c1,1,0.9,-0.2,-16
COCc1[nH]nc2c1C(c1ccc(OC)c(OC)c1OC)C(C#N)=C(N)O2 (configuration not stated),1,0.3,-1.5,-12
Cc1cc(C(=O)N2CCC[C@@H]3CN(C(=O)Cc4ccccc4)CC[C@@H]32)n[nH]1,22,1.3,-1.0,6
CCCCCSc1nnc2c(n1)OC(c1ccc(OC)c(O)c1)Nc1ccccc1-2 (configuration not stated),4,-0.1,-1.1,-13
CCCc1nc2ccc([N+](=O)[O-])cc2c(=O)n1Cc1ccccc1[N+](=O)[O-],-1,-0.1,-0.6,4
C/C(CC(=O)Nc1ccc2c(c1)OCCO2)=N\NC(=O)c1ccc(Br)cc1,-3,0.0,-0.3,-7
CC(C)NC(=O)Cn1c(=O)n(C(C)C)c2ncccc21,3,-0.1,-0.8,5
Cc1cc2nc(-c3ccc(SCC#N)nc3)[nH]c2cc1C,15,0.0,-0.4,22

# Later entries.
SMILES,MITF primary,FBW7 act,GPR151 ag,TEAD-YAP block
CCC(C)NS(=O)(=O)c1ccc(OCC(=O)N2CCOCC2)cc1 (configuration not stated),13,0.1,-0.3,-2
CC1=C(C(=O)N2CCOCC2)C(c2cccc(Br)c2)C2=C(CCCC2=O)N1 (configuration not stated),11,-0.2,1.7,-6
O=C(c1cnc(N2CCN(c3ccccn3)CC2)c2ccccc12)N1CCC(Cc2ccccc2)CC1,-25,-0.1,-1.4,21
CCCN1CCN(Cc2ccc(C(=O)NCc3ccc4c(c3)OCO4)c(=O)[nH]2)CC1,-1,-0.1,1.2,8
COc1cc(/C=N/NC(=O)c2ccccn2)ccc1Oc1ccc([N+](=O)[O-])cc1[N+](=O)[O-],12,-0.1,-1.9,-48
CCCn1c(=O)/c(=C\c2cccc(Cl)c2)s/c1=C(/C#N)C(=O)N1CCOCC1,7,0.7,-1.1,7
CCN1CCN(C(=O)CN(c2cccc(C)c2)S(=O)(=O)c2ccc(Cl)cc2)CC1,5,0.1,-0.4,-5
CCN(CC)C(=O)COc1ccc2c3c(c(=O)oc2c1)CCCC3,2,0.1,-0.2,1
COc1ccc(C(NC(=O)c2cnc3sc(C)cn3c2=O)C(F)(F)F)cc1 (configuration not stated),-3,0.0,-1.5,-1
Nc1c2c(nc3ccccc13)CCCC2,14&-8&19&15&-43&12,0.5&0.3&0.1&0.0&0.2,-0.2&2.8&1.5&0.1&-0.3&0.6,-1&-1&6
O=C(Nc1sc2c(c1C(=O)NCCc1ccccc1)CCCC2)c1ccccc1F,3,-0.1,0.0,-13
O=C1CC(c2ccccc2)=NN1c1ccc2ccccc2c1,-14,-0.1,-2.6,6
O=C(NCCOc1ccccc1)c1cccc(Nc2ccc3ncccc3c2)c1,-4,0.6,-0.5,-41
COc1cc(SC)ccc1C(=O)OCc1ccc([N+](=O)[O-])cc1,13,0.4,-0.3,11
CCOC(=O)CSC1=C(C#N)C(c2cccc(Oc3ccccc3)c2)CC(=O)N1 (configuration not stated),17,0.4,2.3,16
CCOC(=O)C1=CN(C(C)C)C=C(C(=O)OCC)C1c1cc(Br)c(OC)c(OC)c1,-3,-0.1,-0.5,-1
COC(=O)c1ccc(C2C(C#N)=C(N)Oc3n[nH]c(-c4cc(OC)c(OC)c(OC)c4)c32)cc1 (configuration not stated),21,-1.3,-1.4,4
O=C1C(C2(O)C(=O)Nc3ccccc32)CCCCC1C1(O)C(=O)Nc2ccccc21 (configuration not stated),11,0.7,-1.3,10
Brc1ccc(-n2cc(-c3ccccc3)c3c(NCc4cccs4)ncnc32)cc1,10,0.6,0.1,15
c1ccc(CNc2ccnc(-c3csc4ccccc34)n2)cc1,11,0.4,-0.2,-23
CCOc1cc(/C=N/NC(=O)C(=O)NCc2ccc(Cl)cc2)ccc1O,11,0.3,-1.0,12
CC(C)OCCCn1c(=O)c2ccccc2n2c(CCC(=O)NC3CC3)nnc12,6,0.1,-0.1,-2
Cc1cccnc1C1(O)CCN(C(=O)c2ccc(OC3CSC3)cc2)CC1,5,-0.2,1.8,8
CCN1c2ncccc2C(=O)NC12CCN(C(=O)Cc1ccccn1)CC2,0,-0.2,-1.4,9
CN1CCN(C2=Nc3cc(F)ccc3Cc3ccccc32)CC1,-18&-5,0.0&-0.1,-0.8&-1.1,-3&-2
Cc1cc(OCCn2cncn2)ccc1[N+](=O)[O-],3,0.1,0.1,1
COc1ccc(OC)c(C2=NOC(C(=O)NCc3ccccc3)C2)c1 (configuration not stated),16,-0.2,0.6,16
O=C(CCN1C(=O)/C(=C\c2cccs2)SC1=S)NCCCN1CCOCC1,5,-0.1,0.8,3
c1cncc(-c2nc(NCC3CCCO3)c3c4c(sc3n2)CCCC4)c1 (configuration not stated),4,-0.1,1.1,6
COc1ccccc1CC(=O)N1CCCCCC1,-16,0.5,0.0,-3
CC(=O)c1ccccc1C(=O)N1CCCC(CNC(=O)c2ccc(F)cc2)C1 (configuration not stated),-5,-0.1,0.2,-19
Cc1[nH]cnc1CN1CCN(c2ccc([N+](=O)[O-])cc2)CC1,48,-0.2,1.4,1
Cc1ccc(/C=N/NC(=O)C(=O)N/N=C/c2ccc(C)o2)o1,22,0.3,-1.1,5
Cc1cn(C)nc1C(=O)Nc1nc2ccc(F)cc2s1,15,0.1,-7.3,-83
COc1ccc(Cl)cc1NC(=O)c1cc(-c2cccc(O)c2)on1,5,0.0,-0.1,3
COc1ccc(-c2cc(-c3ccccc3)nc(SCC(=O)Nc3ccccc3I)c2C#N)cc1,12,0.4,-1.3,4
CSc1ccc(CC(=O)Nc2nc3ccc(Br)cc3s2)cc1,-9,-0.3,0.3,2

# Gathered by group, the compounds so far containing a furan ring, fused or not.
SMILES,MITF primary,FBW7 act,GPR151 ag,TEAD-YAP block
COc1ccc2cc(CN(CC3CCCO3)C(=O)c3ccco3)c(Cl)nc2c1 (configuration not stated),0,-0.1,-0.6,-10
Cc1ccccc1Nc1nc(CSc2nnc(-c3ccoc3C)n2C)cs1,-2,-0.2,-0.5,-15
C=CCNC(=O)/C(=C\c1ccc2c(c1)OCO2)NC(=O)c1ccco1,4,-0.1,-1.1,4
COc1ccc(S(=O)(=O)NC(CC(=O)NCCCN2CCOCC2)c2ccco2)cc1 (configuration not stated),12,0.5,-1.0,1
N#CC1=C(N)SC(N)=C(C#N)C1c1ccco1,11,0.1,-1.0,10
Cc1ccc(/C=N/NC(=O)C(=O)N/N=C/c2ccc(C)o2)o1,22,0.3,-1.1,5

# Looked up by compound from the entries so far:
SMILES,MITF primary,FBW7 act,GPR151 ag,TEAD-YAP block
COc1cc(/C=N/NC(=O)c2ccccn2)ccc1Oc1ccc([N+](=O)[O-])cc1[N+](=O)[O-],12,-0.1,-1.9,-48
Nc1c2c(nc3ccccc13)CCCC2,14&-8&19&15&-43&12,0.5&0.3&0.1&0.0&0.2,-0.2&2.8&1.5&0.1&-0.3&0.6,-1&-1&6
COc1cccc(C(=O)N=c2sc3c(OC)ccc(OC)c3n2C)c1OC,-13,-0.2,0.9,-12
